# PLAP activator – activators of human placental alkaline phosphatase | P05187 | hit rate 1.2% among 96,000 | purified PLAP enzyme, luminescent substrate read-out; active compounds read high | activation fold at 20 µM; in the data active = activation fold above about 2
# Target sequence (P05187 whole entry, looked up): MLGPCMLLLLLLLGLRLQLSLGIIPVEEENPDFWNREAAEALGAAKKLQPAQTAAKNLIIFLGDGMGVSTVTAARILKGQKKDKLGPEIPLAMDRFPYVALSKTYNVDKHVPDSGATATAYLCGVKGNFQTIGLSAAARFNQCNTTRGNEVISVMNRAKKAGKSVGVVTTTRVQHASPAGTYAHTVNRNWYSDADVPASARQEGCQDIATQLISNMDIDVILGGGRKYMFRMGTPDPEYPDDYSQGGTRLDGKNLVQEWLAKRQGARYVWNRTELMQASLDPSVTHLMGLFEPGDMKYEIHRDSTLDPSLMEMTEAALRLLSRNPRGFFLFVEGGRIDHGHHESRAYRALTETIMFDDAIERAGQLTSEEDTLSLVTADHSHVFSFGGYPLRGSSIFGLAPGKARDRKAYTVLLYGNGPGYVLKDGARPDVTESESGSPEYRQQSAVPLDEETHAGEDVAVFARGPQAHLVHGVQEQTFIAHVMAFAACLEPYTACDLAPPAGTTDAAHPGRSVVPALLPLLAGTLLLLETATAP
# CYP2C19 inh – blocks human cytochrome P450 2C19. P33261. CYP2C19 Supersomes, luciferin-H EGE luminescence, 30 min. inhibition, % at 5 µM. hit rate 21% among 96,000. AID 778;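 active = CYP2C19 inhibition above a set limit at 5 µM in the primary screen, cut at about 50% in these data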;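 also: plate controls were negative control wells for no effect and 2.5 mM tranylcypromine positive control for full effect; values of inactives mirror those of a sister screen read the other way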
# PostGolgi yeast – growth inhibition of a yeast mutant, post-Golgi transport screen | post-Golgi transport phenotypic cell assay | inhibition, % at 10 µM | hit rate 0.9% among 98,000 | AID 739; in the data active = inhibition above about 30%;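 also: yeast cells grown in 1536-well plates; yeast grown about 18 h at 30C before absorbance read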
# Pyk2 oligo antag – Pyk2 (human) oligomerization antagonism. Q293 cells, Pyk2 FERM NanoBiT luminescence; active compounds read low. z-score (the deposit names both 25 µM and 10 µM). hit rate 0.83% among 99,000;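 active = Z-score of -3 or lower, scaled per plate to the spread of control and sample wells; inactive = z-score above -3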;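 also: negative z-score means lost luminescence so less FERM oligomerization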
# E coli WT exp – E. coli BW25113 growth inhibition, expanded screen; AID 710; growth inhibition, % at 100 µM; hit rate 0.15% among 98,000; OD600 absorbance;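 active = growth inhibition above about 50% at one test dose, limit read from the data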;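 also: growth measured after 20 h incubation at 37 °C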
# EphB4 ephrin blk – antagonists of human EphB4-ephrin-B2 interaction; EphB4 LBD / TNYL-RAW-Alexa532 peptide, fluorescence polarization; P54760; hit rate 0.15% among 97,000; AID 720; inhibition, % at 7 µM;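 active = inhibition above the screen-wide mean inhibition plus 3 SD, cut at about 15% in these data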;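 also: 0% = DMSO wells and 100% = excess unlabeled TNYL-RAW peptide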
# CYP2C9 activ – CYP2C9 (human) activation. P11712. recombinant CYP2C9, luciferin-H conversion, luminescence; active compounds read high; factor 1 = untreated enzyme, 0 = blocked. activation factor at 5 µM. hit rate 1.4% among 96,000;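 active = activation factor of 2 or more for CYP2C9 at a 5 µM dose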;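 also: 0 = sulfaphenazole-blocked wells and 1 = vehicle-only wells; values of inactives mirror those of a sister screen read the other way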
# Target sequence (P11712 whole entry, looked up): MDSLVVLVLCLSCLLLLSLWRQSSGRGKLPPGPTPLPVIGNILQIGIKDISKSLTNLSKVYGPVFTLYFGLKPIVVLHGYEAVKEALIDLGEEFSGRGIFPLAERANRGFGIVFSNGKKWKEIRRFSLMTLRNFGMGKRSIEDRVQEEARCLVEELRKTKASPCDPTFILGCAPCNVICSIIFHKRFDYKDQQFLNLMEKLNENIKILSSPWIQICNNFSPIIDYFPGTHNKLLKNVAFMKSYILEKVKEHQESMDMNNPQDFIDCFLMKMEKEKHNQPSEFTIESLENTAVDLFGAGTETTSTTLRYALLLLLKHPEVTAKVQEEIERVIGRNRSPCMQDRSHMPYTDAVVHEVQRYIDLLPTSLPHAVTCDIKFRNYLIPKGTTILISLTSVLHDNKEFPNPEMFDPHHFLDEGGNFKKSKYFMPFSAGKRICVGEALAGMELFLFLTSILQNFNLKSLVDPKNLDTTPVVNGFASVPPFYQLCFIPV
# CYP2C9 inh – blocks human cytochrome P450 2C9; P11712; CYP2C9 Supersomes, luciferin-H conversion, luminescence; inhibition, % at 5 µM; hit rate 20% among 96,000; AID 777;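 active = blocking of liver enzyme CYP2C9 beyond about 50% at 5 µM, limit read from the data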; also: values of inactives mirror those of a sister screen read the other way
# CYP2C19 activ – cytochrome P450 2C19 (human) activation; activation factor at 5 µM; recombinant CYP2C19, luciferin-H EGE luminescence; active compounds read high; 0 = fully inhibited enzyme, 1 = untreated enzyme; AID 1025; 96,000 tested, under 10 active; P33261;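 active = activation factor of at least 2 at 5 µM in the primary screen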;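 also: 0 = wells with 2.5 mM tranylcypromine and 1 = vehicle-only wells; values of inactives mirror those of a sister screen read the other way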
# An asterisk follows results filed as active; . = no result given.
# Start of the data: the first 3 records as a preview:
nr	SMILES	EphB4 ephrin blk	CYP2C9 activ	E coli WT exp	CYP2C19 activ	PLAP activator	Pyk2 oligo antag	CYP2C19 inh	PostGolgi yeast	CYP2C9 inh
1	CC1(C)Cc2c(sc3c2c(=N)n(Cc2ccco2)c(=O)n3Cc2ccccc2)CO1	0	0.8	-2	0.9	1.4	-0.32	9	-2	24
2	CCC(c1nnnn1C(C)(C)CC)N(CCCO)Cc1cc2cc(C)cc(C)c2[nH]c1=O (stereo not drawn)	.	0.2	7	0.4	1.7	0.48	63*	0	76*
3	COc1ccc(-c2nc(-c3ccccc3)no2)c(OC)c1	.	1.1	-4	0.9	1.4	-1.8	13	3	-7

# The whole of this part, previewed entries included:
nr	SMILES	EphB4 ephrin blk	CYP2C9 activ	E coli WT exp	CYP2C19 activ	PLAP activator	Pyk2 oligo antag	CYP2C19 inh	PostGolgi yeast	CYP2C9 inh
1	CC1(C)Cc2c(sc3c2c(=N)n(Cc2ccco2)c(=O)n3Cc2ccccc2)CO1	0	0.8	-2	0.9	1.4	-0.32	9	-2	24
2	CCC(c1nnnn1C(C)(C)CC)N(CCCO)Cc1cc2cc(C)cc(C)c2[nH]c1=O (stereo not drawn)	.	0.2	7	0.4	1.7	0.48	63*	0	76*
3	COc1ccc(-c2nc(-c3ccccc3)no2)c(OC)c1	.	1.1	-4	0.9	1.4	-1.8	13	3	-7
4	COc1ccccc1N(CC(=O)Nc1ccc2c(c1)OCCO2)S(C)(=O)=O	7	0.7	-1	1	1.4	0.98	-2	-3	31
5	O=C(/C=C/c1ccc(OCCCF)cc1)NCc1cccc(Cl)c1	1	0.9	-2	0.8	1	1.2	24	7	9
6	O=C1c2cccnc2C(=O)N1Cc1cccs1	2	0.9	3	0.8	0.9	.	21	-4	12
7	COc1cccc(NC(=O)CCCn2c(=S)[nH]c3ccccc3c2=O)c1	4	0.2	-9	0.4	1	1.1	63*	-25	78*
8	c1ccc(Cn2nnnc2CN2CCCC2)cc1	-2	.	3	.	.	-0.33	.	-2	.
9	CCC1CCC/C1=N\NC(=O)c1cc(C)[nH]n1 (stereo not drawn)	4	0.9	5	0.8	2.3*	1.9	20	-1	9
10	CCn1c(C)nc2cc(S(=O)(=O)N3CCCC3)ccc21	1	1.3	3	0.9	0.9	1.6	13	-3	-35
11	Cc1ccc(-c2c3c(=O)n(C)c(=O)n(C)c3cn2CCCN2CCOCC2)cc1	2	0.9	1	0.8	1.7	1.6	18	4	11
12	CCC(=O)Nc1sc2c(c1C#N)CC(C)(CC)OC2 (stereo not drawn)	7	0.9	-10	0.5	1	0.1	51*	2	8
13	Cc1ccc(NC(=O)NC2CCN(CC(=O)Nc3nccs3)CC2)cc1	-2	1	1	0.8	1.2	0.32	22	20	3
14	O=c1c(C(c2ccccc2)c2c(O)sc3ccccc3c2=O)c(O)sc2ccccc12	0	0.1	-11	1	1.4	0.34	1	-3	95*
15	NC(=O)C1CCN(c2nc(-c3ccccc3)nc3ccccc23)CC1	-3	0.5	-4	0.8	0.9	-0.67	21	-2	54*
16	COCCC(=O)N(Cc1ccc2c(c1)OCO2)C(C(=O)NC1CCCCC1)c1ccncc1 (stereo not drawn)	0	0.6	-4	0.5	1.1	0.09	48	-5	39
17	COc1cccc(C(=O)Nc2ccc(NC(=O)C(C)C)nc2)c1	4	0.9	-4	0.9	0.8	-0.35	13	3	14
18	CCOC(=O)c1cccc(NC(=O)c2cnccn2)c1	4	0.9	3	0.5	0.8	0.95	46	-2	6
19	c1cc(-c2nnc3n2CCCCC3)ccn1	-13	1.1	3	0.8	1	0.63	18	0	-6
20	COc1ccc(N2CCN(C(=O)CC(NC(N)=O)c3cccc(Oc4ccccc4)c3)CC2)cc1 (stereo not drawn)	-2	0.6	-1	0.4	1.7	-0.25	64*	10	39
21	O=C(Nc1cccn(Cc2ccccc2)c1=O)NC1CCCCC1	-3	0.7	-4	0.7	0.7	0.83	32	3	31
22	O=C(Cc1coc(-c2ccc(F)cc2)n1)NCc1ccccc1	.	0.7	2	0.7	0.9	-0.72	30	3	30
23	CCOc1ccccc1NC(=O)CN1CCC(NC(=O)c2ccccc2)CC1	6	1.9	-3	0	1.1	0.45	95*	2	-91
24	COc1ccc(C(C(=O)NC2CCCCC2)N(C(=O)Cc2c[nH]c3ccccc23)c2ccc(NC(C)=O)cc2)cc1OC (stereo not drawn)	6	0.6	-6	0.7	1.4	-1	28	-2	36
25	CN(C)c1ccc(C(=O)Nc2nc3c(s2)CCCC3)cc1	1	0.6	2	1	0.9	.	4	12	36
26	COc1ccccc1NC(=O)c1ccccc1NC(=O)c1cc(Cl)ccc1NC(=O)c1ccco1	-1	0.7	-13	1	1	-0.44	4	0	25
27	CCc1cccc(C)c1NC(=O)CSc1nnc(-c2cc3cc(Br)ccc3o2)n1CC	2	0.4	-6	0.9	0.9	-0.31	12	11	56*
28	CCOC(=O)C1CCCN(c2c(Nc3ccc(C)c(C)c3)c(=O)c2=O)C1 (stereo not drawn)	.	0.9	8	0.7	1.1	.	25	0	14
29	CCOC(=O)c1c(NC(=O)CSc2nnnn2-c2ccc3c(c2)OCO3)sc(C)c1C	-3	0.9	-9	1	1	0.44	3	-2	15
30	O=C(CSc1nnc(-c2ccc(Cl)cc2Cl)n1C1CCCCC1)N1CCCC1	5	0.6	-1	0.6	2*	0.58	39	-22	38
31	COc1ccc(NCc2nnc(SCC(=O)Nc3cc(C(F)(F)F)ccc3Cl)o2)cc1	1	0.2	8	0.2	2.3*	-0.82	82*	7	80*
32	COc1ccccc1NC(=O)c1ccc(NC(=O)CSc2nnnn2C)cc1	1	0.9	-4	0.8	0.9	1.3	25	2	6
33	Cn1c(SCC(=O)N(C2CCCCC2)C2CCCCC2)nnc1-c1cccs1	-4	0.9	4	0.5	0.8	-0.61	47	-5	8
34	COC(=O)CNC(=O)CNC(=O)c1nn(-c2ccc(OC)c(Cl)c2)c(=O)c2ccccc12	-7	0.5	-4	0.7	1.2	-0.15	32	14	48
35	CCCN1CCN(CCCNC(=O)Cn2nc(-c3ccc(C)cc3)ccc2=O)CC1	1	0.9	-8	1.1	1.4	0.1	-11	1	15
36	CCCCS(=O)(=O)Nc1ccc(C(=O)NCC2CCCO2)cc1 (stereo not drawn)	8	1.1	4	1.2	0.9	0.17	-18	22	-10
37	Cc1cccnc1Nc1nc(-c2ccc(O)cc2)cs1	-8	0.4	-7	0.1	1.3	0.25	88*	1	63*
38	C#CCN(N(C)c1ncc(C(F)(F)F)cc1Cl)S(=O)(=O)c1ccc2ccccc2c1	-2	0.5	-18	0.1	0.7	-0.09	94*	-8	49
39	Cc1ccsc1/C=C/C1=Cc2c(sc(NC(=O)CSc3n[nH]c(N)n3)c2C#N)C(C)(C)C1	-4	0.5	-1	0.8	1.5	-0.69	25	-4	48
40	Cc1ccc(N2CCCCn3c2nc2c3c(=O)[nH]c(=O)n2C)cc1	9	0.9	2	0.9	1.5	-0.6	8	5	12
41	CC(C(=O)Nc1cccc([N+](=O)[O-])c1)n1nnc2ccccc21 (stereo not drawn)	-9	0.2	17	0.5	0.8	-0.13	53*	-1	79*
42	COCCCNC(=O)c1c(N)n(-c2ccc3c(c2)OCO3)c2nc3ccccc3nc12	-3	0.7	-6	1	1.2	-0.2	0	2	34
43	CC(NC(=O)c1ccc(F)cc1)c1ccccc1 (stereo not drawn)	1	1.1	2	0.8	1	0.52	23	8	-8
44	CC1(c2ccccc2)NC(=O)N(CC(=O)NCCC2=CCCCC2)C1=O (stereo not drawn)	-3	0.9	6	0.8	1.1	-0.64	18	-4	9
45	O=C(Cn1ncc2c(=O)oc3ccccc3c21)N1CCN(C(=O)c2ccco2)CC1	4	0.8	-4	1	0.9	0.24	-1	3	22
46	COc1ccc(N2CCN(C(=O)CCCN3C(=O)c4cccc5cccc(c45)C3=O)CC2)cc1	6	0.6	2	0.6	1.1	-1.5	40	2	41
47	COc1ccc(Nc2ncnc3c2cnn3Cc2ccc(C)cc2)cc1	2	0.8	-6	1	0.7	-2.2	4	3	19
48	Cc1cc(C)nc(N2CCC(C(=O)NCC3CCCCC3)CC2)n1	-8	1.2	-6	0.9	1	-0.25	12	-8	-15
49	CCN1/C(=C/c2ccc3cccc(C)c3[n+]2CC)Sc2ccccc21	0	0.8	72*	1	0.4	-2.6	2	1	24
50	Cc1ccsc1/C=N/Nc1nc(Cl)c(Cl)cc1Cl	3	0.8	23	0.8	1.4	-0.1	24	-9	21

# Structural class, the compounds so far with fluorine
nr	SMILES	EphB4 ephrin blk	CYP2C9 activ	E coli WT exp	CYP2C19 activ	PLAP activator	Pyk2 oligo antag	CYP2C19 inh	PostGolgi yeast	CYP2C9 inh
5	O=C(/C=C/c1ccc(OCCCF)cc1)NCc1cccc(Cl)c1	1	0.9	-2	0.8	1	1.2	24	7	9
22	O=C(Cc1coc(-c2ccc(F)cc2)n1)NCc1ccccc1	.	0.7	2	0.7	0.9	-0.72	30	3	30
31	COc1ccc(NCc2nnc(SCC(=O)Nc3cc(C(F)(F)F)ccc3Cl)o2)cc1	1	0.2	8	0.2	2.3*	-0.82	82*	7	80*
38	C#CCN(N(C)c1ncc(C(F)(F)F)cc1Cl)S(=O)(=O)c1ccc2ccccc2c1	-2	0.5	-18	0.1	0.7	-0.09	94*	-8	49
43	CC(NC(=O)c1ccc(F)cc1)c1ccccc1 (stereo not drawn)	1	1.1	2	0.8	1	0.52	23	8	-8

# (list continues)
nr	SMILES	EphB4 ephrin blk	CYP2C9 activ	E coli WT exp	CYP2C19 activ	PLAP activator	Pyk2 oligo antag	CYP2C19 inh	PostGolgi yeast	CYP2C9 inh
51	O=C(Nc1nc2c(s1)COc1ccccc1-2)c1cccs1	3	0.4	-16	0.6	0.9	.	36	0	63*
52	COc1cc(C)c(S(=O)(=O)N2CCN(C)CC2)cc1C	3	1.1	7	0.4	1.2	1.3	62*	3	-14
53	CN1CCN(CCC(=O)N2c3ccccc3Sc3ccc(Cl)cc32)CC1	-3	1.1	9	1	1.5	0.16	2	1	-9
54	C=CCNC(=O)c1cccn1-c1ccsc1C(=O)OC	-6	0.9	2	0.8	0.8	-0.03	25	-12	11
55	CC(C)Sc1nc(C(F)(F)F)cc(=O)n1-c1ccccc1	3	1.1	-7	0.8	1	0.45	18	13	-5
56	O=S(=O)(Nc1ccccn1)c1ccc(Cl)cc1	.	1.5	12	0.7	1.2	-0.54	32	-6	-46
57	O=C(CNc1ccccc1)N/N=C/c1cc([N+](=O)[O-])ccc1N1CCCC1	-3	0.7	-7	1.1	0.9	1.1	-10	-2	30
58	COc1ccccc1-n1c(-c2cccnc2)n[nH]c1=S	3	1	-5	1	0.8	0.51	-1	2	-3
59	CC1(C)Nc2ccc(O)cc2-c2c1ssc2=S	-8	.	5	.	.	-1.4	.	4	.
60	Cc1occc1-c1nnc(SCc2nc3ccccc3c(=O)n2CC#N)n1C	.	1.1	-1	1.1	1.1	1.6	-7	-4	-8
61	COC(=O)CSc1cc(C)nc2ccc(OC)cc12	5	0.9	-4	0.7	0.9	-0.64	30	-4	12
62	COc1ccccc1NS(=O)(=O)c1cc(C)ccc1C	-3	1.1	-3	0.2	1.1	0.25	80*	-4	-7
63	CCCCC(CC)CNC(=O)CN(C)S(=O)(=O)c1cccc2nsnc12 (stereo not drawn)	2	0.7	-1	0.8	1	-0.28	23	10	26
64	CCCCN1C(=O)/C(=C/C=C2\N(C)c3ccccc3C2(C)C)SC1=S	12	0.7	0	0.8	1.1	.	20	-9	33
65	CC(C)OC(=O)C(CC(=O)O)NCc1ccccc1 (stereo not drawn)	3	0.9	-1	1	1.2	-0.3	-3	3	6
66	COc1ccc(C(=O)N(Cc2nc(-c3ccc(C)cc3)no2)C(C)C)cc1OC	-1	0.4	3	0.5	1.5	.	55*	1	58*
67	COc1ccc(CN(Cc2cccnc2)S(=O)(=O)c2ccc(-n3cnnn3)c(C)c2)cc1OC	2	0.1	2	0.2	1.6	-0.05	80*	12	94*
68	CCOc1ccc(NC(=O)Nc2ccc3nccnc3c2)cc1	2	0.8	5	1	1.2	-0.79	1	1	19

# From PubChem
